TcdB GH inh: TcdB glycohydrolase inhibitors, primary screen, biochemical, single point, plate reader; TcdB glycohydrolase enzymatic assay; hit rate 0.24% among 350,000; inhibition, % at 9.99 µM; in the data active = inhibition above about 10%
Anthrax LF inh2: Bacillus anthracis LF protease inhibitors, primary screen, biochemical, multiplex microsphere, MLPCN library. Lethal factor (Bacillus anthracis), P15917. inhibition, % at 10 µM. multiplex microsphere protease cleavage assay. hit rate 0.12% among 360,000; note: plate controls were buffer without enzyme for full effect and enzyme alone for no effect
Target sequence (P15917 whole entry, looked up): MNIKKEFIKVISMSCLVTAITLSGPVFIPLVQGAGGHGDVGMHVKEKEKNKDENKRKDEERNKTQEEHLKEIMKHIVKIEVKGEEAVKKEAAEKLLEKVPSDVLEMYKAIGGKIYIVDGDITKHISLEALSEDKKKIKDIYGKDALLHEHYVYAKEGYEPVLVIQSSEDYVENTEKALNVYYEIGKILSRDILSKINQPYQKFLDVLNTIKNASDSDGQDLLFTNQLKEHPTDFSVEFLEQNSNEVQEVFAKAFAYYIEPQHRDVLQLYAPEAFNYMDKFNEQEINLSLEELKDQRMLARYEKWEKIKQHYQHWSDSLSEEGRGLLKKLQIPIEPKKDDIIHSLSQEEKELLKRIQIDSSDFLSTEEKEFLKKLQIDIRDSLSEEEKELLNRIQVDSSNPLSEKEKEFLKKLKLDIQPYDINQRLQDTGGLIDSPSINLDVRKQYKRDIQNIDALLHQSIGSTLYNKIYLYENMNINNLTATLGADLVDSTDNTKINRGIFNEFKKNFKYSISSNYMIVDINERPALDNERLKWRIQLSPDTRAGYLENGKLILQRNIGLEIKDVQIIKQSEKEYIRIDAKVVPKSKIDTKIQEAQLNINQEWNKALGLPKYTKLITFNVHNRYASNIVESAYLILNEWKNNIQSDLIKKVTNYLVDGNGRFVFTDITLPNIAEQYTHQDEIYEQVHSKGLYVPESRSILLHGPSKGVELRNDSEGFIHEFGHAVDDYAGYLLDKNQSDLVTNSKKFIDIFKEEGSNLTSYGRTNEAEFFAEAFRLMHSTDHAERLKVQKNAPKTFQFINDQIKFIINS
CCHFV vOTU inh: CCHFV vOTU protease inhibitors, primary screen, biochemical, Pep-AMC substrate, fluorescence; inhibition, % at 11.5 µM; hit rate 0.55% among 370,000; AID 651958, 2012; in the data active = inhibition above about 30%; note: 0% = vehicle wells with enzyme and 100% = no enzyme wells
PrPC TRFRET: inhibitors of human cell surface prion protein PrPC, primary screen, cell-based, TR-FRET; inhibition, % at 13.8 µM; Major prion protein (Homo sapiens), P04156; TR-FRET read-out; hit rate 0.43% among 370,000; in the data active = inhibition above about 24%; note: 0% = median of the test wells and 100% = reference compound wells
BoNT F protease: BoNT/F light chain protease inhibitors, primary screen, biochemical, flow cytometry, MLPCN library | hit rate 0.22% among 360,000 | Botulinum neurotoxin type F light chain protease (Clostridium botulinum) | Multiplex microsphere protease cleavage assay | inhibition, % at 10 µM | AID 588497, 2011; in the data active = inhibition above about 35%, passing the limit was not always enough; inconclusive = no clear call, values can overlap the other calls; note: plate controls were buffer without enzyme for full effect and enzyme alone for no effect
FadD28 FP inh: inhibitors of FadD28 bisubstrate probe binding, primary screen, biochemical, fluorescence polarization, single point | AID 588549, 2011 | hit rate 0.22% among 360,000 | inhibition, % at 12.5 µM | Mycobacterium tuberculosis FadD28 fatty-acid-AMP ligase; in the data active = inhibition above about 8.5%, passing the limit was not always enough; inconclusive = no clear call, values can overlap the other calls
BoNT-A LC inh2: BoNT/A light chain protease inhibitors, primary screen, biochemical, flow cytometry, MLPCN library; inhibition, % at 10 µM; hit rate 0.17% among 360,000; Botulinum neurotoxin type A light chain protease (Clostridium botulinum A str. ATCC 3502); multiplex microsphere protease substrate cleavage; note: plate controls were buffer without enzyme for full effect and enzyme alone for no effect
PfHsp40 yeast: rescue of yeast from PfHsp40 toxicity, primary screen, S. cerevisiae, ATP luminescence; S. cerevisiae expressing PfHsp40, growth rescue; growth rescue, % at 12.5 µM; hit rate 0.68% among 340,000; in the data active = growth rescue above about 28%, passing the limit was not always enough; inconclusive = no clear call, values can overlap the other calls;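 note: yeast W303a lacking pdr1 and pdr3 grown in galactose medium; growth measured after three days at 30 °C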
Y pestis TopoI: Yersinia pestis topoisomerase I inhibitors, primary screen, biochemical, cleavage product accumulation, plate reader, single point. activity, % at 10 µM. DNA topoisomerase I (Yersinia pestis CO92). Y. pestis Topo-I cleavage product accumulation. AID 504884, 2011. hit rate 0.064% among 360,000; in the data active = activity above about 50%, passing the limit was not always enough; inconclusive = no clear call, values can overlap the other calls; note: inactives centre near 2
An asterisk follows results filed as active; ? = inconclusive; . = no result given; & = joins results of further samples. Cut-off read from the data, not from the text of the source, unless noted: active = inhibition above about 30%; inconclusive = no clear call, values can overlap the other calls; inactive = below that.

1: COc1ccc2nc(SCC(=O)NCc3ccc(S(N)(=O)=O)cc3)[nH]c2c1
2: N#Cc1c(-c2ccccc2)[nH]c(=O)[nH]c1=O
3: O=C(CNc1ccccc1N1CCCC1=O)Nc1cc(C(F)(F)F)ccc1-n1cncn1
4: O=C(CSc1nnc(-c2c[nH]c3ccccc23)o1)N1CCCCC1
5: CC1C(c2ccccc2)OCCN1C(=S)Nc1ccc(S(=O)(=O)N2CCCCC2)cc1 (stereo not given)
6: Cn1c(Nc2ccc(Cl)cc2)cc(=O)n(C)c1=O
Assay by compound	1	2	3	4	5	6
TcdB GH inh	-3.6	0.9	3.6	-0.8	0.2	-6.6
Anthrax LF inh2	-6	1	-6	4	9	-10
CCHFV vOTU inh	0	0	2	-2	4	-5
PrPC TRFRET	-3	-6	0	10	-3	6
BoNT F protease	?	2	8	5	-2	-9
FadD28 FP inh	-1.8	1.0	0.0	-4.8	-10	-0.1
BoNT-A LC inh2	0.3	0.8	5.6	1.2	-0.3	-2.6
PfHsp40 yeast	0.3	-0.1	-0.2	1.2	.	1.1
Y pestis TopoI	1	8	0	-1	13	9

7: FC(F)(F)c1ccc(NCCc2ccccc2)nc1
8: CCOC(=O)c1c(C)n2c3c(cc(C)cc13)CCC2
9: COc1ccc(/C=N/Nc2nnc(-c3ccccc3)c(=O)[nH]2)cc1
10: COc1ccc(CC2(CO)CCN(Cc3c(C)nn(C(C)C)c3C)CC2)cc1
11: Cc1cc(NC(=O)c2ccccc2O)nc(C)n1
12: CCCC/C=C/[C@H](c1ccccc1)[C@H](CO)Cc1cccnc1
Assay by compound	7	8	9	10	11	12
TcdB GH inh	0.1	-0.1	.	-0.5	0.6	0.7
Anthrax LF inh2	7	-2	0	-2	2	1
CCHFV vOTU inh	14	10	12	9	-11	4
PrPC TRFRET	-2	5	1	-12	2	8
BoNT F protease	14	-2	-1	-4	-2	-2
FadD28 FP inh	-5.3	-0.3	-1.4	-0.7	0.4	-0.2
BoNT-A LC inh2	-0.1	0.3	0.0	-2.4	-0.7	-0.1
PfHsp40 yeast	-0.4	0.4	-1.5	0.2	-0.9	-0.2
Y pestis TopoI	6	12	19	-3	6	15

13: CCCNC(=O)CSc1nc2[nH]ncc2c(=O)[nH]1
14: COc1ccc(N2CC(C(=O)N[C@@H](C)C(=O)NC(C)c3ccccc3)CC2=O)cc1 (stereo not given in full)
15: O=C(c1cc(-c2ccncc2)nc2ccccc12)N1CCN(Cc2ccccc2)CC1
16: Cc1ccc(CN(C)C(=O)COc2ccc(S(=O)(=O)N3CCCC3)cc2[N+](=O)[O-])c(C)c1
17: COc1ccccc1N1CCN(Cc2cc(=O)c(OCC#N)co2)CC1
18: CC(Oc1ccccc1)C(=O)NC1CC(C)(C)NC(C)(C)C1 (stereo not given)
Assay by compound	13	14	15	16	17	18
TcdB GH inh	1.0	0.4	0.7	0.4	0.8	.
Anthrax LF inh2	0	-5	-6	6	0	1
CCHFV vOTU inh	2	1	11	8	3	-9
PrPC TRFRET	-4	-2	-6	-10	-4	0
BoNT F protease	-1	-5	3	14	-2	7
FadD28 FP inh	-2.5	-0.4	-1.1	0.0	-0.2	1.7
BoNT-A LC inh2	-0.6	-1.6	0.2	1.1	1.9	0.2
PfHsp40 yeast	1.0	-0.2	11	1.1	1.1	-0.2
Y pestis TopoI	-4	-2	38	11	2	6

Only PfHsp40 yeast, PrPC TRFRET and BoNT-A LC inh2, for some of the entries so far:
| entry | molecule | PfHsp40 yeast | PrPC TRFRET | BoNT-A LC inh2 |
| --- | --- | --- | --- | --- |
| 17 | COc1ccccc1N1CCN(Cc2cc(=O)c(OCC#N)co2)CC1 | 1.1 | -4 | 1.9 |
| 13 | CCCNC(=O)CSc1nc2[nH]ncc2c(=O)[nH]1 | 1.0 | -4 | -0.6 |

Later entries
19: CC(C)CC(N)c1csc(Nc2ccc(C(=O)N(C)Cc3ccccc3)cn2)n1 (stereo not given)
20: O=C(CSCc1ccccc1Br)NC1CC1
21: Cc1nn(-c2ccc(C(=O)O)cc2)c(N)c1-c1ccccc1
22: O=C(Nc1ccc(Cl)cc1)N1CCN(Cc2ccc3c(c2)OCO3)CC1
23: O=C(O)c1c[nH]n2c(=S)ncnc12
24: O=C1CC(N2CCN(c3nc4ccccc4s3)CC2)C(=O)N1Cc1cccs1 (stereo not given)
Assay by compound	19	20	21	22	23	24
TcdB GH inh	0.2	.	.	1.5	2.8	.
Anthrax LF inh2	-5	-1	3	-6	6	-5
CCHFV vOTU inh	18	9	9	10	-1	6
PrPC TRFRET	0	3	9	-1	-2	-6
BoNT F protease	-9	2	-23	3	0	-16
FadD28 FP inh	-3.3	1.0	-0.1	-4.3	-1.1	-1.4
BoNT-A LC inh2	-1.1	-0.2	-0.3	-0.2	0.5	-0.4
PfHsp40 yeast	.	-0.5	0.8	-2.4	.	99*
Y pestis TopoI	6	3	3	5	1	39

25: CCOc1ccc(NC(=O)CC2C(=O)N(c3cccc(OC)c3)C(=O)N2C(C)C)cc1 (stereo not given)
26: O=C(CCc1nnc(COc2ccccc2)o1)NCc1ccccc1
27: O=C(CN1C(=O)c2ccccc2C1=O)Nc1cccc([N+](=O)[O-])c1
28: Cc1nc2ccc(Br)cn2c1C(=O)N/N=C\c1ccccc1[N+](=O)[O-]
29: CCOC(=O)c1sc2nc(CC(=O)OC)nc(NCc3ccc(Cl)cc3)c2c1C
30: C[C@H](c1ccccc1)N1C[C@H](COCc2ccccc2)Oc2cc(N3CCC[C@@H]3CO)ccc2S1(=O)=O
Assay by compound	25	26	27	28	29	30
TcdB GH inh	2.9	4.5	0.1	0.8	1.6	0.2
Anthrax LF inh2	8	4	0	-4	-5	-7
CCHFV vOTU inh	3	-11	0	-9	.	8
PrPC TRFRET	-1	-3	-3	1	.	8
BoNT F protease	-3	-4	1	1	-10	-7
FadD28 FP inh	-1.1	-1.0	1.2	1.1	-1.0	.
BoNT-A LC inh2	-0.7	-1.9	0.2	-0.3	1.0	-0.3
PfHsp40 yeast	-0.9	0.0	-0.5	-0.9	-0.3	.
Y pestis TopoI	-4	6	1	8	-7	.

31: O=C(NCCc1c[nH]c2ccccc12)C(=O)Nc1ccccc1
32: O=C(Nc1ccc(Oc2cccc(C(F)(F)F)c2)nc1)c1ccccc1
33: CCC1CCCCN1C(=O)c1nn2cccnc2c1Cl (stereo not given)
34: NC(=O)NC(CC(=O)Nc1cccnc1)c1cccc(Br)c1 (stereo not given)
35: CCOC(=O)c1c(NC(=O)c2ccc(Br)o2)sc2c1CCCC2
36: Cc1cccc(OCCCC(=O)Nc2ccc(Cl)c(S(=O)(=O)N3CCOCC3)c2)c1
Assay by compound	31	32	33	34	35	36
TcdB GH inh	1.2	0.0	.	1.7	.	-1.9
Anthrax LF inh2	1	-6	-3	-4	-3	.
CCHFV vOTU inh	0	12	5	-12	-2	0
PrPC TRFRET	19	2	-3	1	2	14
BoNT F protease	10	-2	6	16	-6	.
FadD28 FP inh	2.0	0.8	-1.3	-2.4	-3.2	-1.0
BoNT-A LC inh2	0.2	0.2	0.0	2.3	-0.9	.
PfHsp40 yeast	-0.9	-1.4	-1.2	0.6	0.4	1.0
Y pestis TopoI	0	1	-3	3	-6	9

37: CN(C)CCNC(=O)C(=O)NCC1OCCN1S(=O)(=O)c1ccc(F)cc1 (stereo not given)
38: N#C/C(=C\c1cccnc1)C(=O)Nc1ccc(O)cc1F
39: C=CCc1cc(C=O)cc(OCC)c1O
40: CCC1Oc2ccc(C)cc2N(Cc2cccc(C)c2)C1=O (stereo not given)
41: CC1(O)CC(C)(C)C(C#N)C(=O)N1 (stereo not given)
42: O=C(O)CC1=C(Nc2ccccc2)C(=O)N(c2ccccc2)C1c1ccc(F)cc1 (stereo not given)
Assay by compound	37	38	39	40	41	42
TcdB GH inh	0.8	1.0	1.2	1.9	0.2	1.2
Anthrax LF inh2	-8	19	-1	-2	2	-1
CCHFV vOTU inh	-12	-13	-2	9	-5	8
PrPC TRFRET	10	-1	1	1	6	-2
BoNT F protease	4	22	1	-7	4	-2
FadD28 FP inh	0.4	.	-0.9	-0.7	-2.4	-0.1
BoNT-A LC inh2	0.0	-2.9	-1.2	?	-0.1	0.3
PfHsp40 yeast	.	1.0	2.6	0.8	2.5	2.1
Y pestis TopoI	0	9	-1	9	-5	-3

43: CCc1ccc(-n2c(=O)c3ccccc3n(CC(=O)NCc3ccco3)c2=O)cc1
44: CN1C(=O)[C@H]2[C@@H](C3CC3)N3C(=O)CN(Cc4ccc(-c5ccccc5)cc4)C(=O)[C@@]3(C)[C@H]2C1=O
45: CC1(C)NC(=O)N(CC(O)CN(Cc2ccccc2)Cc2ccccc2)C1=O (stereo not given)
46: COc1cc(/C=C2\SC(=O)N(CC(=O)Nc3cccc(C)c3)C2=O)cc([N+](=O)[O-])c1O
47: C1=CCN(Cc2ccccc2)C1
48: O=C(Nc1cccc2nsnc12)c1ccc2c(c1)OCO2
Assay by compound	43	44	45	46	47	48
TcdB GH inh	-0.4	2.0&0.4	.	-0.5	1.1	.
Anthrax LF inh2	7	-1	-4	-8	-7	-3
CCHFV vOTU inh	21	-1	-3	-10	18	6
PrPC TRFRET	3	-3	0	-5	-2	-22
BoNT F protease	-4	0	-1	-5	-5	-4
FadD28 FP inh	0.4	-1.3	-2.1	31*	-4.0	-1.5
BoNT-A LC inh2	-1.9	-0.1	-0.2	-1.3	-0.3	1.2
PfHsp40 yeast	-0.7	2.5	0.4	0.3	-0.4	0.3
Y pestis TopoI	-2	13	2	-12	3	-9

49: Cc1cccc(N2C(=O)CC(Sc3nnc(C)s3)C2=O)c1 (stereo not given)
50: COc1ccc2c(c1)c(C(=O)CN1CCc3ccccc3C1)c(C)n2C
51: COC(=O)C1=C(C(=O)OC)[C@@H]2N(C)c3ccc(OC)cc3[C@@]23C[C@@H](C(=O)OC)N(C(=O)CC(C)C)C3=N1
52: CCc1ccc(N(CC(=O)NC(C)C)C(=O)CCC(=O)Nc2nccs2)cc1
Assay by compound	49	50	51	52
TcdB GH inh	.	0.5	0.2	0.6
Anthrax LF inh2	-4	9	0	2
CCHFV vOTU inh	2	1	14	-2
PrPC TRFRET	2	-3	6	-2
BoNT F protease	0	?	0	1
FadD28 FP inh	-1.3	-2.1	-2.3	-0.3
BoNT-A LC inh2	-0.2	6.5	-0.3	-1.2
PfHsp40 yeast	-0.6	0.8	0.2	-1.2
Y pestis TopoI	-8	4	-3	-1

An excerpt of these results, as labelled records.
[51] COC(=O)C1=C(C(=O)OC)[C@@H]2N(C)c3ccc(OC)cc3[C@@]23C[C@@H](C(=O)OC)N(C(=O)CC(C)C)C3=N1
  TcdB GH inh: 0.2 | Anthrax LF inh2: 0 | CCHFV vOTU inh: 14 | PrPC TRFRET: 6 | BoNT F protease: 0 | FadD28 FP inh: -2.3 | BoNT-A LC inh2: -0.3 | PfHsp40 yeast: 0.2 | Y pestis TopoI: -3

[49] Cc1cccc(N2C(=O)CC(Sc3nnc(C)s3)C2=O)c1 (stereo not given)
  TcdB GH inh: . | Anthrax LF inh2: -4 | CCHFV vOTU inh: 2 | PrPC TRFRET: 2 | BoNT F protease: 0 | FadD28 FP inh: -1.3 | BoNT-A LC inh2: -0.2 | PfHsp40 yeast: -0.6 | Y pestis TopoI: -8

High-throughput results from PubChem.
